High-throughput results (PubChem BioAssay)
CCT chaperon mod = High-Throughput Screening for Modulators of Cytosolic Chaperonin Activity. purified chaperonin ATPase assay, HTRF ADP detection, 30 min. 360,000 tested, 0.3% active. activity change, % (concentration not given with the values), hits read low; in the data active means activity change below about -30%; further: on the % scale 0 is the no-effect control and ±100 the full control effect
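Enzyme 40 or 20 nM (batch-dependent) in Tris pH 7.4/KCl/MgCl2/DTT; cpd 76 uM single point; ATP 10 uM; 30 min 37 °C; Transcreener ADP HTRF detection, 30 min RT; ratio 665/615.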
EPAC2 antagonist = qHTS for Antagonist of cAMP-regulated guanine nucleotide exchange factor 2 (EPAC2): primary screen; Rap guanine nucleotide exchange factor 4 (Homo sapiens), Q8WZA2; EPAC2 GEF exchange of Rap1B-BODIPY-GDP, fluorescence; Potency, µM (top dose mostly 114 µM), without a hit: top-dose activity, negative = inhibition, usual class: inhibitors; 360,000 tested, 0.18% active; further: potency means the concentration at half of the fitted maximal effect; on the % scale 0 is the no-effect control and ±100 the full control effect; nearly all actives have a fitted effect of over 45% in size; many of its hits are not listed in these tables
Mm-Cpn inhibitor = Inhibitors of TCP-1 ring complex (TRiC) of Methanococcus maripaludis (MmCpn): qHTS; Chaperonin Mm-Cpn (Methanococcus maripaludis); purified Mm-Cpn ATPase, ADP Transcreener TR-FRET; Potency, µM (titrated, usually from 76.9 µM), inactives show top-dose activity, negative = inhibition, most hits filed as inhibitors; 330,000 tested, 0.031% active; further: potency means the concentration at half of the fitted maximal effect; on the % scale 0 is the no-effect control and ±100 the full control effect; nearly all actives have a fitted effect of over 80% in size
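Reaction buffer contained 30 mM Tris pH 7.4, 100 mM KCl, 5 mM MgCl2 and 1 mM DTT. Mm-CPN (25 nM final) hydrolysed 10 uM ATP over 30 min at 37°C; ADP was read by HTRF.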
EPAC1 antag = qHTS for Antagonist of cAMP-regulated guanine nucleotide exchange factor 3 (EPAC1): primary screen | EPAC1 GEF assay, Rap1b-BODIPY-GDP exchange fluorescence | 360,000 tested, 0.14% active | Potency, µM (top dose mostly 115 µM), without a hit: at the top dose activity change, negative = inhibition, most hits filed as inhibitors | Rap guanine nucleotide exchange factor 3 (Homo sapiens), O95398;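 further: potency means the concentration at half of the fitted maximal effect; plate controls were vehicle for no effect and positive control for full effect; nearly all actives have a fitted effect of over 50% in size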
PLK1 PBD inh = qHTS for Inhibitors of PLK1-PDB (polo-like kinase 1 - polo-box domain): Primary Screen; Serine/threonine-protein kinase PLK1 (Homo sapiens), P53350; Plk1 PBD binding of FITC phosphopeptide, fluorescence polarization; Potency, µM, for the others: max response, negative = inhibition, actives largely listed as inhibitors; 360,000 tested, 2.8% active; AID 720504, 2013; further: potency means the concentration at half of the fitted maximal effect; series mostly up to about 57 µM; on the % scale 0 is the no-effect control and ±100 the full control effect; nearly all actives have a fitted effect of over 65% in size
Target sequence (P53350 whole entry, looked up, the tested form may be a part): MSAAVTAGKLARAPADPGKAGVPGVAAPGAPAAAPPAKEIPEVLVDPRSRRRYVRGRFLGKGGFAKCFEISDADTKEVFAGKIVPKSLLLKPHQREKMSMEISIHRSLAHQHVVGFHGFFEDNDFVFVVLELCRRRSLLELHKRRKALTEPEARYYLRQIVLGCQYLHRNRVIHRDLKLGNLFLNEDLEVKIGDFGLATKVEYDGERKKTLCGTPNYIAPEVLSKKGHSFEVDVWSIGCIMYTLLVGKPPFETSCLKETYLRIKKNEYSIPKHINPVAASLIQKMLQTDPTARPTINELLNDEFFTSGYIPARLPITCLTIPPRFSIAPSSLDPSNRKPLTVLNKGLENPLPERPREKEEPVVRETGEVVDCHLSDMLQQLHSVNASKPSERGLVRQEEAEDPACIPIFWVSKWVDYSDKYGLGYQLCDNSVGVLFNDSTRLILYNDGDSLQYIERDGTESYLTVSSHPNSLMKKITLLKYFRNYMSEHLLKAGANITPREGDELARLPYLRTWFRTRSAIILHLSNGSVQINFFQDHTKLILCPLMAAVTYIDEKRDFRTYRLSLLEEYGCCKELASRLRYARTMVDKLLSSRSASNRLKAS
PI5P4K alpha inh = qHTS for Inhibitors of phosphatidylinositol 5-phosphate 4-kinase (PI5P4K). max response, %. 330,000 tested, 1.2% active. PI5P4Kalpha enzyme, ADP-Glo luminescence, 60 min; hits give low values; active means max response of -50% or lower; inconclusive means between -30% and -50%; inactive means -30% or higher; further: value at the top dose of about 77 µM; on the % scale 0 is the no-effect control and ±100 the full control effect
Target sequence (P48426 whole entry, looked up): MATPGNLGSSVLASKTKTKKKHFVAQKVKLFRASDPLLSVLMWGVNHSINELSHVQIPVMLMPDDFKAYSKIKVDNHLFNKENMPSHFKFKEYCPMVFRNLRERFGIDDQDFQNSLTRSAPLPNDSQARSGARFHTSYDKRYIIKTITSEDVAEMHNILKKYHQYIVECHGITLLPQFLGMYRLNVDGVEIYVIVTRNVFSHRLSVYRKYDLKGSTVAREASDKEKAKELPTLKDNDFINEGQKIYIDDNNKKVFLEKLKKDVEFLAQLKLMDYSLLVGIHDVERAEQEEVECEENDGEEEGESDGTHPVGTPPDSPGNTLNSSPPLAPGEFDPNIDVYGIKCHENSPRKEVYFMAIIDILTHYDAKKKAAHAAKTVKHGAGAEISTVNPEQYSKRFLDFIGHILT
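Reactions run in 0.038 M HEPES pH 7.4, 0.28 mM EGTA, 0.1% CHAPS and 5% DMSO, with PI5P4Kalpha, substrate, compound and 5 microM ATP final, one hour at room temperature. Readout is ADP-Glo luminescence.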
EPAC1 ag = qHTS for Agonist of cAMP-regulated guanine nucleotide exchange factor 3 (EPAC1): primary screen | Rap guanine nucleotide exchange factor 3 (Homo sapiens), O95398 | AID 720707, 2013 | 360,000 tested, 0.073% active | Potency, µM (series often up to 154 µM), inactives show top-dose activation, most hits filed as activators | EPAC1 agonist qHTS, biochemical assay; response scale: 100% = response to 6.5 mM cAMP; further: potency means the concentration at half of the fitted maximal effect; nearly all actives have a fitted effect of over 60% in size
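Multi-concentration qHTS readout: loss of Rap1B-bound BODIPY-GDP fluorescence driven by 100 nM EPAC1 with excess GDP (50 uM), monitored kinetically at room temperature; agonist response expressed relative to 6.5 mM cAMP.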
WRN inhibitor = qHTS for Inhibitors of WRN Helicase; WRN helicase unwinding, fluorescent forked duplex, kinetic; 360,000 tested, 0.46% active; AID 651768, 2012; Potency, µM (titrated, usually from 114 µM), without a hit: top-dose activity change, negative = inhibition, most hits filed as inhibitors; further: potency means the concentration at half of the fitted maximal effect; on the % scale 0 is the no-effect control and ±100 the full control effect; nearly all actives have a fitted effect of over 55% in size
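Enzyme (20 nM final) and test compound sit together 15 min at room temperature before substrate addition. Substrate is a single-forked duplex oligonucleotide (100 nM) labelled with fluorophore and quencher, with 2 mM ATP; helicase unwinding raises red fluorescence, read kinetically.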
Active calls of the source: *; ? = inconclusive; / = no result given; [ ] = remark or other dose. Unless noted, the call rests on the fitted dose curve; in most records, active means well fitted curve in the direction sought with a large enough effect; inconclusive means small, poorly fitted or top-dose-only effect, or another doubt; inactive means no such curve, though single readings can be large; an effect the other way counts as inactive or inconclusive. These rows are one share of the data. The share of hits here may be higher or lower than overall.

Values run as follows: EPAC2 antagonist | EPAC1 ag | Mm-Cpn inhibitor | WRN inhibitor | PI5P4K alpha inh | CCT chaperon mod | PLK1 PBD inh | EPAC1 antag
CCOC(=O)Cn1c(C)c(Br)c(COC)c(C#N)c1=O
→ -2.0% | 6.1% | -2.2% | -15.9% | -2.9 | 0.2 | -8.0% | -5.3%
COc1cccc(N2C(=O)C(Cc3c[nH]c4ccccc34)NC2=S)c1 (centres undefined)
→ -0.6% | -3.7% | -2.8% | 4.3% | -1.8 | -10.7 | -1.4% | -17.8%
CCCCNc1c(-c2cccc(Sc3ccc(OC)cc3)c2)nc2ccccn12
→ -9.7% | 1.8% | -1.2% | -8.0% | 21.0 | 0.0 | 1.3% | -14.3%
Cc1ccc(-c2onc(C)c2C)cc1S(=O)(=O)N1CC(C)Oc2ccccc21 (centres undefined)
→ ? | 7.9% | -2.7% | -9.1% | 11.4 | 1.1 | -2.1% | -18.6%
CCn1c(SCC(=O)N(C)CC(=O)Nc2ccc(F)c(F)c2F)nnc1-c1ccco1
→ 11.1% | 2.8% | 1.9% | 9.2% | 0.9 | 2.2 | 1.4% | 8.9%
CCOC(=O)c1c(C)n(C)c2cc(-c3cccc(C(F)(F)F)c3)c(O)cc12
→ 5.3%[57.1 µM] | 7.9% | -0.9% | 3.6% | -2.2 | -0.2 | -8.5% | -2.8%
O=S(=O)(c1ccc(Br)cc1)N1CCC2(CC1)OCCO2
→ -0.3% | 0.6% | -15.9% | -28.9% | -7.6 | -6.4 | -7.5% | -5.1%
CNc1oc(-c2cccs2)nc1C#N
→ -1.0% | 7.8% | -8.5% | -37.5% | 3.5 | -0.1 | -8.8% | 4.1%
CCn1c(SCC(=O)Nc2c(C)n(C)n(-c3ccccc3)c2=O)nnc1-c1cccc(C)c1
→ 2.1% | 1.5% | 0.3% | 7.8% | 1.8 | -1.7 | 1.3% | 10.0%
O=C(CCCc1cccs1)Nc1nc2c(s1)CCCC2
→ -4.0% | 14.3% | 0.0% | -16.4% | -1.5 | 0.3 | ? | -1.8%
C=CCOC(=O)C1=C[C@H](C(C)(C)C)[C@@H](CCCO)[C@H](OCC)O1
→ 11.5% | -20.7% | / | 7.5% | -0.7 | -1.9 | -10.9% | -8.5%
O=C(CCCCn1c(=O)[nH]c2ccsc2c1=O)NCc1cccnc1
→ 6.8% | -6.0% | -7.0% | 5.5% | / | 1.8 | 1.0% | 7.2%
Cc1nn(Cc2ccc(C(=O)N3CCCC3)o2)c(C)c1[N+](=O)[O-]
→ 13.0% | -1.0% | -2.5% | -5.6% | 4.8 | 0.8 | 0.8% | -4.3%
O=c1[nH][nH]c2c1[C@H](c1ccc(Cl)cc1)O[C@H](C1CCCCC1)C2
→ -6.5% | 8.5% | / | 4.7% | 2.7 | 0.9 | -13.5% | -1.6%
CC1ON=C(c2cccc3ccccc23)N(C)C1=O (centres undefined)
→ -12.2% | -5.3% | / | 2.1%[57.1 µM] | 2.6 | -0.3 | 7.3% | 2.2%
O=c1/c(=C\c2cccnc2)sc2nc3ccccc3n12
→ 11.2% | -7.0% | 1.4% | -1.8% | -1.3 | -0.5 | -3.9% | 15.3%
CC(C)C[C@@H](CN=[N+]=[N-])N1CCN(Cc2ccccc2)CCC1=O
→ -2.8% | 5.2% | 1.8% | 2.7% | 8.3 | -3.7 | -7.0% | -4.0%
CC(C)[C@H](NC(=O)c1ccccc1)C(=O)OCC(=O)N1CCCc2ccccc21
→ -0.4% | 3.2% | 2.6% | -1.1% | 1.8 | -0.1 | -17.6% | -3.7%
COc1cc2c(cc1OC)C(C(=O)Nc1cc(OC)c(OC)c(OC)c1)C(c1cccnc1)N(C)C2=O (centres undefined)
→ 6.5% | 2.3% | -2.3% | -1.8%[57.1 µM] | 3.8 | 0.6 | -5.2% | -18.4%
N/C(=N\OS(=O)(=O)c1ccc2ccccc2c1)c1ccccn1
→ -9.5% | 6.5% | -2.0% | -1.5% | 0.7 | -1.2 | -20.8% | -5.2%
COCC(=O)N1CCC(Oc2ccc(C(=O)N3C[C@H]4CC[C@H]3C4)cc2)CC1
→ 11.3% | -1.8% | 2.3% | -25.3% | 5.5 | -1.6 | 2.3% | -2.4%
COCCNC(=O)c1ccc(N2CCC3(CC2)OCCO3)c([N+](=O)[O-])c1
→ 9.1% | -3.0% | -0.9% | -2.7% | 2.4 | -0.8 | 1.2% | -9.1%
CN1C(=O)c2ccc(C(=O)NCc3ccccc3)cc2C1=O
→ 8.6% | -1.8% | -5.7% | 1.5% | / | -7.4 | -10.2% | 3.7%
COc1ccc(CCN(Cc2nc3ccccc3c(=O)[nH]2)C(=O)c2ccco2)cc1OC
→ 8.0% | 1.2% | -0.8% | 10.7% | -0.4 | -0.8 | -2.2% | 11.3%
Cc1cccc(OCCCC(=O)Nc2ccc3c(c2)OCO3)c1
→ 6.3% | -3.8% | 0.9% | -1.2% | / | -3.1 | -1.9% | -1.1%
CC(=O)NC(O)C(=O)c1ccccc1 (centres undefined)
→ 3.6% | -3.8% | 0.3% | 0.3% | / | 1.9 | 0.7% | -8.9%
COc1cccc(CCNC(=O)CC2C(=O)NCCN2CC(C)(C)C)c1 (centres undefined)
→ -10.3% | -3.5% | 2.1% | 1.6% | 0.5 | -1.9 | -17.5% | 1.4%
CC(=O)OCC(=O)[C@@]12OC3(CCCC3)O[C@@H]1C[C@H]1[C@@H]3CCC4=CC(=O)C=C[C@]4(C)[C@@]3(F)[C@@H](O)C[C@@]12C
→ -4.0% | -12.4% | 0.3%[15.4 µM] | -7.8% | 10.0 | 0.2 | -3.2% | -12.5%
CCN(CC)P(=O)(Nc1cccc(C(F)(F)F)c1)c1ccc(N(C)C)cc1NC(=O)c1ccco1 (centres undefined)
→ 5.1% | -3.7% | 1.2% | -0.8% | 6.2 | -0.8 | -0.5% | -12.1%
COc1ccc(CNC(=O)/C=C/c2ccco2)cc1OC
→ 4.1% | -2.4% | -0.5% | -7.0% | -0.1 | 3.3 | -5.8% | -2.0%
COc1ccc(NC(=O)C2CCOC(C)(C)C2)cc1 (centres undefined)
→ -6.0% | 8.6% | 0.5% | -1.1% | -1.4 | -0.3 | -0.5% | 15.6%
COc1ccc(NC(=O)CN(C)C2CCCCC2)c([N+](=O)[O-])c1
→ 4.9% | -9.5% | 0.6% | 3.1% | 7.9 | 0.1 | 3.1% | 2.9%
Cc1nn2c(nc1=O)NNC2(C)C(C)(C)C (centres undefined)
→ 1.9% | 0.8% | 0.8% | 9.3% | 0.9 | -1.5 | -12.9% | -16.8%
Cc1cccc(C)c1-n1nnnc1C1c2ccccc2C(=O)N1CCc1ccc(O)cc1 (centres undefined)
→ -18.7% | 5.0% | / | -5.3% | 2.5 | -0.5 | -11.4% | -23.8%
c1ccc(C(c2c[nH]c3ccccc23)c2c[nH]c3ccccc23)nc1
→ ? | 14.7% | -0.2% | -13.8% | 7.9 | -2.7 | -1.3% | -4.5%
CC(C)CN1CCC(=O)N([C@H](CSc2ccc(Br)cc2)Cc2ccccc2)CC1
→ 7.0% | -3.3% | 1.2% | 0.0% | 11.0 | -1.9 | -26.0% | 6.2%
CC(=O)c1ccc(N2CCN(C(=O)c3ccco3)C(C)C2)c(F)c1 (centres undefined)
→ -2.1% | 2.8% | -0.4% | -0.3% | / | 2.3 | -7.0% | -7.1%
S=C(Nc1ccc(Cl)cc1)c1nc2ccccc2s1
→ 1.3% | 20.8% | 0.7% | -25.8% | 9.0 | 0.8 | -14.3% | -10.1%
O=C(N/C(=C\c1ccco1)C(=O)N1CCC(O)CC1)c1ccccc1
→ 10.7% | 5.4% | 1.5% | 8.2% | -5.8 | -0.8 | -2.6% | 4.7%
O=C1Nc2ccccc2/C1=C/c1cnc(-c2ccccc2)[nH]1
→ 26.1% | -32.3%[inhibitor] | -3.9% | ? | -7.7 | -1.3 | -7.5% | -8.0%
CN1CCN(c2cc(=O)n(-c3ccc(Cl)cc3)c(=O)[nH]2)CC1
→ 2.9% | -4.6% | -0.9% | 3.5% | 0.1 | -0.6 | -0.3% | 1.7%
Cc1ccccc1SCC(=O)Nc1cc(C(F)(F)F)ccc1N1CCOCC1
→ -15.2% | ? | 0.3% | -12.3% | 8.7 | -0.6 | -13.3% | -25.4%
CC1CCCCN1C(=O)C1CCN(c2nc(-c3ccccc3)nc3c2CCC3)CC1 (centres undefined)
→ ? | -6.2% | 2.4% | -5.5% | 2.8 | 0.9 | -0.3% | -13.6%
CC1=CCC(C(=O)O)(C(=O)N/N=C/c2cccnc2)C(c2ccccc2)C1 (centres undefined)
→ -2.3% | -1.0% | 0.7% | 10.5%[57.1 µM] | 4.5 | -4.1 | -5.0% | -16.3%
CCOC(=O)N1CCN(C(=O)CCSc2ccc(Cl)cc2)CC1
→ -1.3% | 3.4% | 0.6% | -0.7% | / | -0.2 | -2.1% | -3.1%
CCOC(=O)N1CCC(N(CCN(C)C)C(=S)Nc2ccc(F)c(Cl)c2)CC1
→ 1.3% | 0.5% | -0.1% | 6.0% | -3.0 | -1.7 | -14.0% | -0.9%
CCOc1ccc(C(=O)Cc2ccc3oc(C(=O)O)cc3c2)c(O)c1
→ -4.1% | -1.0% | 2.5% | 3.3% | 6.0 | -4.2 | -12.5% | -13.4%
COc1ccc(OC)c(N(CC(=O)Nc2ccccc2)S(=O)(=O)c2ccccc2)c1
→ -19.4% | 11.3% | -8.0% | -2.3% | -0.5 | -1.6 | 0.4% | -13.2%
c1cc2c(cn1)cnc1cscc12
→ 4.3% | -1.6% | 1.3% | 3.0% | -7.9 | -0.5 | 2.0% | 5.9%
CC(OC(=O)Cc1coc2ccc3ccccc3c12)C(=O)NC(N)=O (centres undefined)
→ -12.4% | 0.5% | -0.4% | -5.7% | -9.3 | -0.8 | -24.0% | 11.4%
COC(=O)c1cccc(NC(=S)NCc2ccc(F)cc2)c1
→ -8.8% | 1.5% | 0.7% | -0.8% | 1.8 | -2.2 | -12.1% | -1.3%
CN1CCN(C2=C(Cl)C(=O)N(c3cccc(Cl)c3)C2=O)CC1
→ -2.1% | 17.7% | 1.6% | 6.7% | -8.6 | -4.3 | -23.0% | -6.8%
